EPAC1 ag: qHTS for Agonist of cAMP-regulated guanine nucleotide exchange factor 3 (EPAC1): primary screen. EPAC1 agonist qHTS, biochemical assay; response scale: 100% = response to 6.5 mM cAMP. Rap guanine nucleotide exchange factor 3 (Homo sapiens), O95398. actives 0.073% (n = 360,000). Potency, µM (series often up to 154 µM), for the others: at the highest dose activation, actives largely listed as activators. AID 720707, 2013; further: potency means the concentration at half of the fitted maximal effect; nearly all actives have a fitted effect of over 60% in size
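Read-out is the fluorescence drop as BODIPY-GDP leaves Rap1B (480 nm excitation, 540 nm emission), recorded every 5 minutes over 30 minutes. Reactions held 100 nM EPAC1, 250 nM Rap1B–BODIPY-GDP and 50 uM GDP, with 6.5 mM cAMP setting full activation.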
WRN helicase inh: qHTS for Inhibitors of WRN Helicase | Bifunctional 3'-5' exonuclease/ATP-dependent helicase WRN (Homo sapiens), Q14191 | WRN helicase unwinding, fluorescent forked duplex, kinetic | Potency, µM (doses to about 114 µM), for inactives: at the highest dose activity change, negative = inhibition, actives largely listed as inhibitors | actives 0.46% (n = 360,000); further: potency means the concentration at half of the fitted maximal effect; on the % scale 0 is the no-effect control and ±100 the full control effect; nearly all actives have a fitted effect of over 55% in size
Target sequence (Q14191 whole entry, looked up): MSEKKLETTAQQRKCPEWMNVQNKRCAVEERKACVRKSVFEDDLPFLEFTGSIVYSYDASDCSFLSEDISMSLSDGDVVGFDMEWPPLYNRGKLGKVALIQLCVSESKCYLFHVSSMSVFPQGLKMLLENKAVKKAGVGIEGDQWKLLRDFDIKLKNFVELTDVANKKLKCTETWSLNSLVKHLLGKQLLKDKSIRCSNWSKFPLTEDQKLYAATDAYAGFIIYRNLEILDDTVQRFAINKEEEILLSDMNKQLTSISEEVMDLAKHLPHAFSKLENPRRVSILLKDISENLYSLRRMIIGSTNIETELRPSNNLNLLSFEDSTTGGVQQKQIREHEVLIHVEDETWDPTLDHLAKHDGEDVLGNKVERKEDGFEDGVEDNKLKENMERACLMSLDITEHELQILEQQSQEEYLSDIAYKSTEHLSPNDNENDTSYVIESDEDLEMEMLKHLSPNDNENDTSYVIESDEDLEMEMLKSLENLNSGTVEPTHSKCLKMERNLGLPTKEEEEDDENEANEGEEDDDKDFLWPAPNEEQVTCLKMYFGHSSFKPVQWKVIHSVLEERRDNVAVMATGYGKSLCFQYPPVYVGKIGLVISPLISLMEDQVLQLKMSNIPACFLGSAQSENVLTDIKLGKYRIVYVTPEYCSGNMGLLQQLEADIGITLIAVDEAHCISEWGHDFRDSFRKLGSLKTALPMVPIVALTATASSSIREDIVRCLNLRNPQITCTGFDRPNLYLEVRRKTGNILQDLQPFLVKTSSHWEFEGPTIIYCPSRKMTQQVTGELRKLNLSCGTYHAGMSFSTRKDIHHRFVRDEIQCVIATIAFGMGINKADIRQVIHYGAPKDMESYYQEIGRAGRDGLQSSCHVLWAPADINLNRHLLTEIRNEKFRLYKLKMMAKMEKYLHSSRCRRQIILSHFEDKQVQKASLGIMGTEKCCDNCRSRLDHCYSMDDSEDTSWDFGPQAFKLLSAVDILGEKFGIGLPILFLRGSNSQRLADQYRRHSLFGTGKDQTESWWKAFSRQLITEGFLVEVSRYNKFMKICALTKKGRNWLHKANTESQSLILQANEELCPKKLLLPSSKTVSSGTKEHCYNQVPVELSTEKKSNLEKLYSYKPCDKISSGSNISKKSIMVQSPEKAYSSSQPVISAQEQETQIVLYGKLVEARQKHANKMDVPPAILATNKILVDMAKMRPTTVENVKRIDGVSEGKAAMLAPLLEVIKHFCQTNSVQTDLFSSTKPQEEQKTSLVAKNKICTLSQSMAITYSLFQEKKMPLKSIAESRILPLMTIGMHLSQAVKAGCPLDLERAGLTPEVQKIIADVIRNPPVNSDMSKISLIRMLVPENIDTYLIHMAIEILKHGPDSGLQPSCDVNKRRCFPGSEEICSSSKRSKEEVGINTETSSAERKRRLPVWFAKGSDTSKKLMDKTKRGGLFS
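WRN at 20 nM final preincubated with compound 15 min at room temperature; reaction started with 100 nM fluorophore/quencher forked duplex oligonucleotide and 2 mM ATP final. Unwinding followed kinetically by red fluorescence (ex 525, em 598 nm).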
PI5P4Ka inh: qHTS for Inhibitors of phosphatidylinositol 5-phosphate 4-kinase (PI5P4K). Phosphatidylinositol 5-phosphate 4-kinase type-2 alpha (Homo sapiens), P48426. PI5P4Kalpha enzyme, ADP-Glo luminescence, 60 min; hits give low values. max response, %. actives 1.2% (n = 330,000). AID 652105, 2013; active means max response of -50% or lower; inconclusive means between -30% and -50%; inactive means -30% or higher; further: value at the top dose of about 77 µM; on the % scale 0 is the no-effect control and ±100 the full control effect
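PI5P4Kalpha ADP-Glo assay; 5 microM ATP final; 60 min RT reaction; HEPES pH 7.4/EGTA/CHAPS, 5% DMSO; controls lacking substrate or enzyme; luminescent end-point.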
PLK1 PBD inh: qHTS for Inhibitors of PLK1-PDB (polo-like kinase 1 - polo-box domain): Primary Screen. Serine/threonine-protein kinase PLK1 (Homo sapiens), P53350. Plk1 PBD binding of FITC phosphopeptide, fluorescence polarization. Potency, µM, for inactives: max response, negative = inhibition, actives largely listed as inhibitors. actives 2.8% (n = 360,000). AID 720504, 2013; further: potency means the concentration at half of the fitted maximal effect; series mostly up to about 57 µM; on the % scale 0 is the no-effect control and ±100 the full control effect; nearly all actives have a fitted effect of over 65% in size
CCT chaperon mod: High-Throughput Screening for Modulators of Cytosolic Chaperonin Activity; purified chaperonin ATPase assay, HTRF ADP detection, 30 min; activity change, % (no concentration beside the values), hits read low; actives 0.3% (n = 360,000); AID 651819, 2012; in the data active means activity change below about -30%; further: on the % scale 0 is the no-effect control and ±100 the full control effect
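First, chaperonin was dispensed at 40 nM or 20 nM final depending on batch activity. Next, compounds were pinned at 76 uM and ATP added at 10 uM. After 30 min at 37 °C, ADP detection reagents ran 30 min at ambient temperature.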
EPAC1 antag: qHTS for Antagonist of cAMP-regulated guanine nucleotide exchange factor 3 (EPAC1): primary screen | Potency, µM (series often up to 115 µM), for inactives: at the highest dose activity change, negative = inhibition, actives largely listed as inhibitors | actives 0.14% (n = 360,000) | Rap guanine nucleotide exchange factor 3 (Homo sapiens), O95398 | EPAC1 GEF assay, Rap1b-BODIPY-GDP exchange fluorescence;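 further: potency means the concentration at half of the fitted maximal effect; plate controls were vehicle for no effect and positive control for full effect; nearly all actives have a fitted effect of over 50% in size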
EPAC2 antag: qHTS for Antagonist of cAMP-regulated guanine nucleotide exchange factor 2 (EPAC2): primary screen; EPAC2 GEF exchange of Rap1B-BODIPY-GDP, fluorescence; Potency, µM (top dose mostly 114 µM), for the others: at the highest dose activity, negative = inhibition, hits mostly inhibitors; actives 0.18% (n = 360,000); AID 720708, 2013; further: potency means the concentration at half of the fitted maximal effect; on the % scale 0 is the no-effect control and ±100 the full control effect; nearly all actives have a fitted effect of over 45% in size; many of its hits are not listed in these tables
Mm-Cpn inhibitor: Inhibitors of TCP-1 ring complex (TRiC) of Methanococcus maripaludis (MmCpn): qHTS | Potency, µM (titrated, usually from 76.9 µM), for the others: at the top dose activity, negative = inhibition, usual class: inhibitors | actives 0.031% (n = 330,000) | purified Mm-Cpn ATPase, ADP Transcreener TR-FRET; further: potency means the concentration at half of the fitted maximal effect; on the % scale 0 is the no-effect control and ±100 the full control effect; nearly all actives have a fitted effect of over 80% in size
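Purified archaeal Mm-CPN (25nM final) preincubated 10 min at 37degC with compound, then 10uM ATP for 30 min at 37degC; ADP measured by HTRF Transcreener TR-FRET; buffer 30 mM TRIS pH 7.4, 100mM KCl, 5mM MgCl2, 1mM DTT.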
Numbers without * were called inactive; u = inconclusive; x = not tested or not shown; [ ] = another dose, or the depositor's remark. Unless noted, the call rests on the fitted dose curve; in most records, active means well fitted curve in the direction sought with a large enough effect; inconclusive means small, poorly fitted or top-dose-only effect, or another doubt; inactive means no such curve, though single readings can be large; an effect the other way counts as inactive or inconclusive.

SMILES | EPAC1 ag | WRN helicase inh | PI5P4Ka inh | PLK1 PBD inh | CCT chaperon mod | EPAC1 antag | EPAC2 antag | Mm-Cpn inhibitor
N#CCCN(C(=O)COC(=O)c1ccc(S(=O)(=O)N2CCCCCC2)cc1)c1ccccc1 | 17% | -4% | -4 | -1% | -1.3 | 4% | 6% | 1%
COc1ccc(N2CCN(CC(O)c3c[nH]c4ccc(OC)cc34)CC2C)cc1 (configuration not stated) | 6% | -23% | 0 | -11% | -1.2 | -5% | -6% | 1%
COc1ccc(S(C)(=O)=O)cc1S(C)(=O)=O | -2% | -6% | x | 2% | 2.7 | 2% | 19% | 1%
Cn1ncc(Cl)c1C(=O)NC(=S)Nc1sc2c(c1C#N)CCCCC2 | 6% | 18% | -7 | 8.4µM* | -5.0 | 1% | 0% | -3%
CCN(CC)c1ncnc2sc(C(=O)N3CCN(c4ccc(OC)cc4)CC3)c(C)c12 | 0% | -3% | 1 | -13% | -0.5 | 1% | -14% | 0%
O=C(NNC(=O)c1ccccc1-c1ccccc1C(=O)O)c1cccc([N+](=O)[O-])c1 | -2% | 0% | -3 | -6% | 1.5 | 10% | 10% | -3%
CN(C)CCCNc1nc(-c2ccc(Cl)cc2)nc2ccccc12 | 6% | -5% | 12 | -7% | -0.1 | -6% | 5% | 0%
CSc1nnc(-c2sc3cc(C(F)(F)F)cnc3c2-c2cccnc2)n1C | 15% | 5% | -3 | -3% | -2.6 | 3% | -4% | 0%
COc1ccc(CC(=O)N2CCN(C(=O)Cc3ccc(OC)cc3)CC2)cc1 | -2% | 5% | -13 | u | 0.9 | 13% | 6% | 1%
Cc1ccc([C@H]2C[C@@H](n3cc(COC(=O)c4ccccc4)nn3)[C@H](O)CN2CC2CCCCC2)cc1 | 0% | -2% | 0 | -11% | -0.2 | 16% | -5% | x
COC(=O)CCCn1cc(CN(C)C2CN(Cc3cn(CCCC(=O)OC)nn3)S(=O)(=O)C2)nn1 (configuration not stated) | 5% | -4% | 3 | 3% | -1.9 | -2% | 4% | x
CCC(CC)C(=O)N(C)c1c(C)nc2c(OCc3ccccc3C)cccn12 | -9% | -1% | -11 | -11% | 0.5 | -6% | 10% | x
CCOC(=O)C(C)Oc1c(Br)cc(C2NC(=O)NC(C)=C2C(C)=O)cc1OCC (configuration not stated) | 1% | 3% | x | -7% | -1.4 | 6% | -4% | 1%
COc1ccc(OC)c(NC(=O)COC(=O)C2CCC2)c1 | -4% | 1% | 6 | 1% | 0.9 | 7% | 18% | -1%
Cc1cc(NC(=O)CN2C(=O)NC(c3ccccc3)(c3ccc(C)c(C)c3)C2=O)no1 (configuration not stated) | 3% | -8% | -4 | -12% | 0.0 | -26% | -22% | 4%
O=C(CN1CCCCCC1)Nc1cccc(NC(=O)CN2CCCCCC2)c1 | 6% | 1% | 11 | 0% | -0.5 | -10% | 2% | -1%
N#CCSc1ccccc1NC(=O)COC(=O)C1CCN(C(=O)c2ccc(Cl)cc2)CC1 | -11% | 10% | 2 | 1% | 1.8 | 5% | -3% | x
Fc1ccc2nc(Nc3nc4c(F)cccc4s3)sc2c1 | -3% | -31% | 18 | -13% | -2.3 | -5% | 0% | -2%
CCOCCCNC(=S)N1C2CCC1CC(NC(=O)Nc1ccc(C(=O)OCC)cc1)C2 (configuration not stated) | 6% | -7% | 8 | -10% | 2.3 | -30% | -5% | 2%
COc1cccc(C(=O)Nc2cccc(-c3ccc(N4CCOCC4)nn3)c2)c1 | 3% | -9% | -13 | -7% | -1.4 | -18% | -9% | -1%
Cc1cc(NS(=O)(=O)c2ccc(NC(=O)CCCOc3ccccc3C)cc2)nc(C)n1 | -6% | u | u | u | -3.9 | 9% | -5% | -3%
CCc1ccc2[nH]c(=O)c(CN(Cc3nnnn3C3CCCC3)C3CCCCC3)cc2c1 | 15% | -12% | x | -13% | -0.4 | -7% | -1% | -1%
CCCCC[n+]1ccn(-c2nc3ccccc3nc2[N-]S(=O)(=O)c2ccc(C)cc2)c1 | 1% | -7% | -1 | -15% | -1.7 | 4% | 15% | -10%
C/C(=N\NC(=O)COc1ccc([N+](=O)[O-])cc1)c1ccco1 | -1% | -3% | -6 | -6% | 1.5 | -21% | -7% | -8%
O=c1ccc(=O)n(-c2ccccc2)[nH]1 | -5% | -6% | -8 | -22% | -0.2 | 7% | 15% | 3%

Molecules shown so far containing an NH in an aromatic ring, in the order listed:
SMILES | EPAC1 ag | WRN helicase inh | PI5P4Ka inh | PLK1 PBD inh | CCT chaperon mod | EPAC1 antag | EPAC2 antag | Mm-Cpn inhibitor
COc1ccc(N2CCN(CC(O)c3c[nH]c4ccc(OC)cc34)CC2C)cc1 (configuration not stated) | 6% | -23% | 0 | -11% | -1.2 | -5% | -6% | 1%
CCc1ccc2[nH]c(=O)c(CN(Cc3nnnn3C3CCCC3)C3CCCCC3)cc2c1 | 15% | -12% | x | -13% | -0.4 | -7% | -1% | -1%
O=c1ccc(=O)n(-c2ccccc2)[nH]1 | -5% | -6% | -8 | -22% | -0.2 | 7% | 15% | 3%

Part of the list above, as tab-separated lines:
canonical_smiles	EPAC1 ag	WRN helicase inh	PI5P4Ka inh	PLK1 PBD inh	CCT chaperon mod	EPAC1 antag	EPAC2 antag	Mm-Cpn inhibitor
Cc1cc(NS(=O)(=O)c2ccc(NC(=O)CCCOc3ccccc3C)cc2)nc(C)n1	-6%	u	u	u	-3.9	9%	-5%	-3%
COc1ccc(N2CCN(CC(O)c3c[nH]c4ccc(OC)cc34)CC2C)cc1 (configuration not stated)	6%	-23%	0	-11%	-1.2	-5%	-6%	1%

The listing continues.
SMILES | EPAC1 ag | WRN helicase inh | PI5P4Ka inh | PLK1 PBD inh | CCT chaperon mod | EPAC1 antag | EPAC2 antag | Mm-Cpn inhibitor
O=C(CN(C(=O)CNC(=O)c1ccco1)c1ccc(Cl)c(Cl)c1)NC1CCCCC1 | 3% | 14% | 2 | -12% | -2.8 | 2% | -1% | -2%
O=c1cc(-c2ccccc2Cl)oc2c(NS(=O)(=O)c3cccs3)ccc(O)c12 | 3% | -1% | -1 | -10% | -2.2 | -10% | -15% | 4%
Cc1cccn2cc(-c3c[nH]c4ccccc34)nc12 | 13% | -14% | 0 | 2% | -7.7 | -1% | -8% | 2%
C=CCc1cccc(CNc2nc3ccccc3n2C(C)C)c1O | 20% | -16% | x | -4% | 1.2 | -20% | -18% | -1%
CCCCN(C)C(=O)C1CCCN(S(=O)(=O)c2ccc3c(c2)oc(=O)n3C)C1 (configuration not stated) | 3% | 1% | 0 | -10% | -0.1 | 10% | 1% | -2%
Cc1oc(C(=O)O)cc1COc1ccccc1Cl | 16% | -13% | 5 | -2% | -0.3 | -16% | -3% | 2%
COc1cc(Cl)c(C)cc1NC(=O)CC1CCCC1 | 4% | 2% | -3 | -11% | -1.5 | -12% | -16% | -2%
N#Cc1ccc(C(=O)OCc2cccc(S(=O)(=O)N3CCOCC3)c2)cc1 | 10% | -6% | 4 | -1% | 0.0 | 6% | -2% | 0%
Cc1c(NC(=O)CSc2n[nH]c(-c3ccccc3)n2)c(=O)n(-c2ccccc2)n1C | 0% | 5% | x | 0% | -1.2 | -10% | 4% | 0%
CCN(CC)CCCNC(=O)C1c2cc(OC)c(OC)cc2C(=O)N(C)C1c1cccs1 (configuration not stated) | 2% | 2% | -5 | -7% | -2.2 | -14% | 2% | 1%
CC(C)c1ccc(C2(C)NC(=O)N(C(C)C(=O)Nc3ccc(N4CCOCC4)cc3)C2=O)cc1 (configuration not stated) | 0% | -12% | -5 | 2% | 0.0 | 6% | 3% | -2%
O=C(CCC(C(=O)O)N1C(=O)c2ccccc2C1=O)Nc1ccccc1 (configuration not stated) | -9% | u | 22 | -12% | -3.8 | u | -6% | x
O=C(Nc1ccc(F)cc1F)N1CCC(c2nc3ccccc3o2)CC1 | 6% | -5% | -2 | -6% | -0.7 | -3% | -3% | 3%
Cc1csc(SCC(=O)NC(=O)NC(C)(C)C)n1 | 3% | 0% | -4 | -3% | -4.5 | 1% | 7% | -9%
O=C(c1cccc(Cl)c1)N1CCN(Cc2c[nH]c3ccccc23)CC1 | -16% | 15% | -4 | -5% | 1.7 | -17% | 0% | -2%
CN(C)S(=O)(=O)c1ccc(N2CCCC2)c(C(=O)N2CCN(S(=O)(=O)c3ccc(F)cc3)CC2)c1 | 0% | -2% | 4 | -8% | 2.5 | -10% | u | -1%
COCC(=O)NC1CC2CCC(C1)N2C(=S)Nc1ccccc1C(=O)OC (configuration not stated) | 1% | -10% | -10 | -10% | 1.8 | -3% | 14% | 0%
O=C(O)C1CCCN(S(=O)(=O)c2ccc(-c3ccc(=O)[nH]n3)s2)C1 (configuration not stated) | 12% | -8% | -5 | -17% | 0.9 | -14% | 1% | -6%
Cc1onc(-c2ccccc2)c1C(=O)N1CCN(S(=O)(=O)c2ccc(Cl)cc2)CC1 | -8% | 2%[57.1 µM] | 2 | 6% | -1.6 | -3% | 2% | -5%
CC(=O)N1CCOc2ccc(S(=O)(=O)NC[C@H]3O[C@@H](n4ccc(N)nc4=O)[C@H](O)[C@@H]3O)cc21 | -9% | -3% | -7 | -10% | -0.9 | -16% | -2% | x

Some of the entries above in another layout:
structure	EPAC1 ag	WRN helicase inh	PI5P4Ka inh	PLK1 PBD inh	CCT chaperon mod	EPAC1 antag	EPAC2 antag	Mm-Cpn inhibitor
CN(C)S(=O)(=O)c1ccc(N2CCCC2)c(C(=O)N2CCN(S(=O)(=O)c3ccc(F)cc3)CC2)c1	0%	-2%	4	-8%	2.5	-10%	u	-1%
COCC(=O)NC1CC2CCC(C1)N2C(=S)Nc1ccccc1C(=O)OC (configuration not stated)	1%	-10%	-10	-10%	1.8	-3%	14%	0%
O=C(O)C1CCCN(S(=O)(=O)c2ccc(-c3ccc(=O)[nH]n3)s2)C1 (configuration not stated)	12%	-8%	-5	-17%	0.9	-14%	1%	-6%

Compound activity from PubChem.

Some of the compounds tested. The share of hits here may be higher or lower than overall.
